Compound activity deposited in PubChem BioAssay by National Center for Advancing Translational Sciences (NCATS).
KDM5B inh – Primary screen for KDM5B Histone Demethylases FDH-coupled qHTS; Lysine-specific demethylase 5B (Homo sapiens), Q9UGL1; KDM5B demethylase, FDH-coupled NADH fluorescence (FDH is formaldehyde dehydrogenase); Potency, µM (titrated, usually from 57.7 µM), inactives show at the highest dose activity change, negative = inhibition, most hits filed as inhibitors; 220,000 compounds, 2.6% hits; AID 1347165, 2019; active means well fitted inhibition curve with a large enough effect; inconclusive means small, poorly fitted or top-dose-only effect; inactive means no such curve, though single readings can be large or run the other way; further: 0% is about no effect; nearly all actives have a fitted effect of over 70% in size
Target sequence (Q9UGL1 whole entry, looked up): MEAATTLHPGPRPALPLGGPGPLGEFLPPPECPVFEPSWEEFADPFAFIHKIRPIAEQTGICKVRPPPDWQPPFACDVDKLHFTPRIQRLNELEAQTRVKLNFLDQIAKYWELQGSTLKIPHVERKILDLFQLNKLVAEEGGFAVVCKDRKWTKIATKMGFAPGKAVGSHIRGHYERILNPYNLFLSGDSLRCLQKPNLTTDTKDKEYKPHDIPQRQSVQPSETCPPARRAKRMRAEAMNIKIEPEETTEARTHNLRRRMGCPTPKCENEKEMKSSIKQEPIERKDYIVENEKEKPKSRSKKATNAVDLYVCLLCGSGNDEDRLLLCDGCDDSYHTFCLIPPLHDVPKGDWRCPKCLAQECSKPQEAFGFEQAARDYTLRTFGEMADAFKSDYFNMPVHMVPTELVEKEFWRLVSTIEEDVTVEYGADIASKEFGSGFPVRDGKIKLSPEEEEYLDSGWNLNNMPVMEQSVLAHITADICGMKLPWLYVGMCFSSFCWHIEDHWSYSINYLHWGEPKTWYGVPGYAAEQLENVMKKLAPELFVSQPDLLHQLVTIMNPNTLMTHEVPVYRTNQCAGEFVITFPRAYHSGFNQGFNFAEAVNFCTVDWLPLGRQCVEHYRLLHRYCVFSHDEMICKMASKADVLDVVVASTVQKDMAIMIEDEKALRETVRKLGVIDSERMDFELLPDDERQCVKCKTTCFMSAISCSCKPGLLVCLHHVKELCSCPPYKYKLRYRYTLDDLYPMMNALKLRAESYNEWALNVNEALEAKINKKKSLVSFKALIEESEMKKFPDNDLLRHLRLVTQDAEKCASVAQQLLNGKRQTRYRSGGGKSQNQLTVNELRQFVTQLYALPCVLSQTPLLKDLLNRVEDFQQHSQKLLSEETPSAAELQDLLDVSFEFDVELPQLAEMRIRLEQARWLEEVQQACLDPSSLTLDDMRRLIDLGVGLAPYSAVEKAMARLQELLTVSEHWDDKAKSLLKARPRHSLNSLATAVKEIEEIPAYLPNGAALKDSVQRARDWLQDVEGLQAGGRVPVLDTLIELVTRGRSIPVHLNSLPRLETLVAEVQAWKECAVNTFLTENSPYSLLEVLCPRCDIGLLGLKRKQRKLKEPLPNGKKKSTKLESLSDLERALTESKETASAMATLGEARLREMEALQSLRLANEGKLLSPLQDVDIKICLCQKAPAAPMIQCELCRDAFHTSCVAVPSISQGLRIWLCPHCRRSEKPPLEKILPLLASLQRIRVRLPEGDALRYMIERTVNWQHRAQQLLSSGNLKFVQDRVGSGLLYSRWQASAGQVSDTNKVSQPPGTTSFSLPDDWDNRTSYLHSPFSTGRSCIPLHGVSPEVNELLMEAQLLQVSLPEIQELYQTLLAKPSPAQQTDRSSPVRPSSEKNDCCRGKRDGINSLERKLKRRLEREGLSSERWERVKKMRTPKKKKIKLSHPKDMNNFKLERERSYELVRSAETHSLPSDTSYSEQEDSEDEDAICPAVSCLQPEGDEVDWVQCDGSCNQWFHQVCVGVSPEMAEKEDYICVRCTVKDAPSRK
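Measured: NADH fluorescence change, 30 min, RT. System: KDM5BΔAP 200 nM final, H3K4me3 peptide, α-KG, Fe(II), ascorbate, NAD⁺ plus FDH, pH 7.5 HEPES. Compounds: titrated, 10 min pre-incubation with enzyme.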
An asterisk follows results filed as active; i = inactive; ? = inconclusive; [ ] = remark or other dose. Potency means the concentration at half of the fitted maximal effect. Some of the compounds tested (hit frequency here may not be typical).

SMILES,KDM5B inh
Fc1cccc(Cl)c1Cn1ncc2ccccc21,35.3%
CSc1nnc2c(n1)OC(c1ccc3c(c1)OCO3)N(C(C)=O)c1ccc(Br)cc1-2 (stereo unspecified),-7.8%
Cc1ccc(CNC(=O)N2CCC(CC(=O)NC3CC3)C2)cc1 (stereo unspecified),-19.8%
COCC(=O)N[C@H]1[C@H](O)[C@H](O)C[C@@H]1c1ccccc1C,-14.6%[115 µM]
O=C1CSc2ccc(C(=O)OCC(=O)c3c[nH]c4ccccc34)cc2N1,20.2%
O=C(NC1CC1)C(Sc1ccc2ccccc2c1)c1ccc(F)cc1 (stereo unspecified),-18.0%
C[C@]1(O)CCN(C(=O)c2cnn3cc(CCO)cnc23)C[C@@H]1O,?
COc1ccc(NC(=O)CSc2nc(-c3ccc(F)cc3)[nH]c2-c2ccc(C)cc2)cc1OC,18.0%
O=C(Nc1ccc2nc(SCC(=O)N3CCOCC3)sc2c1)c1ccc(F)cc1,493.3%[activator]
CC(C)c1noc(CN(C)C(=O)c2cc(-c3cnn(C)c3)nc3ccccc23)n1,28.2µM*
CN(C)C[C@@H]1CN(C)C[C@H]1NC(=O)c1ccc(Br)cc1,6.3%
O=C(C1=C(c2ccccc2)S(=O)(=O)CCO1)N(Cc1cccs1)c1ccccn1,-9.8%
CN1C(=O)CCCCC1C(=O)N1CCc2ccccc2C1 (stereo unspecified),19.7%
CC1=C(C(=O)OC2CCCCCC2)C(c2cccc(F)c2F)CC(=O)N1 (stereo unspecified),-61.9%
COc1ccc(C(=O)N[C@@H]2CCC[C@@H]2C(=O)N2CCCC2)cc1,6.6%
Cc1c(C#N)c(NC(=O)CSc2nnnn2C2CCCCC2)n(CC2CCCO2)c1C (stereo unspecified),4.2%
COc1ccc(NC(=O)N2CCC(O)(c3csc(CN4CCc5ccccc5C4)n3)CC2)cc1,23.3%
Cc1ccc(C(C)NC(=O)CN2C(=O)NC3(CCCCC3)C2=O)cc1 (stereo unspecified),17.9%
Cc1nnsc1CN(C)C(=O)Cn1nc(C)n(Cc2ccccc2)c1=O,16.8%
COc1ccc(C(CC(=O)NCc2ccccc2)Sc2n[nH]c(-c3ccc(F)cc3)n2)cc1 (stereo unspecified),2.6%
O=C(Cn1cccc1-c1nc(-c2ccc3c(c2)OCO3)no1)Nc1ccc(Cl)cc1F,-40.2%
O=C(CCC1CCN(C(=O)c2ccccc2Cl)CC1)NC1CCS(=O)(=O)C1 (stereo unspecified),4.8%
CC1(C)[C@H](Cc2cc(CN3CCN(c4ccccc4)CC3)on2)C[C@@H]1NC(=O)NCc1ccccc1,7.9%
Brc1ccc(-c2ccnc3ncnn23)s1,i
CCCn1c(SCC(=O)O)nc2c1c(=O)[nH]c(=O)n2C,-3.3%
Cn1nccc1CN1CCc2nc(C3CC3)nc(-c3ccc(O)cc3)c2C1,-6.5%
O=C(Cc1ccccc1F)N1CCCN(c2cc(-c3ccc(Cl)cc3)[nH]n2)CC1,10µM*
CCOC(=O)C1CCN(C(=O)c2cc3sc(C)cc3n2C)CC1,-7.3%
CCc1cc(C(=O)N2CCN(c3ccccc3OC)CC2)sc1C,0.0%
O=C(c1ccc2c(c1)N(Cc1ccc(F)cc1)C(=O)c1ccccc1S2(=O)=O)N1CCC(Cc2ccccc2)CC1,3.9%
O=C(NC12CC3CC(CC(C3)C1)C2)OCCNC1CCCCC1,2.3%
COc1ccc(CNCCC(c2ccc(F)cc2)c2ccc(OC(C)C)cc2)cc1OC (stereo unspecified),12.0%
N#Cc1ccccc1COc1ccccc1,21.8%
OCC(Cc1ccco1)Cn1ccnc1-c1ccccn1 (stereo unspecified),-3.5%
CC(C)Cn1cnc2c1c(=O)n(CC(=O)Nc1ccc3c(c1)OCO3)c(=O)n2Cc1ccccc1,8.6%
COCCCNC(=O)c1c(OCC2CC2)cc(=O)n2c1CCCCC2,-11.9%
CCC(O)c1nc2ccccc2n1Cc1cccc(Cl)c1 (stereo unspecified),4.3%
CC(C)CC(=O)NC1CCN(c2cnn(Cc3ccccc3)c(=O)c2)CC1,11.9%
COC(=O)c1cc(-c2ccco2)nc2c(Cl)cccc12,?
CCC(C)NC(=O)c1cn(CC)c2ccc(S(=O)(=O)N3CCc4ccccc4C3)cc2c1=O (stereo unspecified),-5.3%
CCOC(=O)N1CCC(NC(=O)c2ccc3c(c2)N(Cc2ccccc2)C(=O)c2ccccc2S3(=O)=O)CC1,?
CC(=O)N1CCc2nn(CC(=O)Nc3ccc(C(F)(F)F)cc3)c(=O)cc2C1,-16.0%
COc1cc2c(cc1OC)C(COc1ccc3c(C)cc(=O)oc3c1)N(C(=O)c1ccccc1C)CC2 (stereo unspecified),?
O=C(Cn1cc(Br)c(=O)[nH]c1=O)N1CCC(C(=O)N2CCCCC2)CC1,-25.2%
Cc1nn2c(c1-c1ccccc1-c1ccccc1)N(C(=O)CN1CCOCC1)CCC2,-14.2%[86.2 µM]
CC(=O)c1ccc(OC(=O)C2CSC3(C)CCC(=O)N23)cc1 (stereo unspecified),-0.1%
COc1cccc(N2C(=O)c3cc4occc4n3CC2(C)C(=O)NC2CCCCCC2)c1 (stereo unspecified),4.7%
Cc1ccc(OCn2ccc(C(=O)NCc3ccn(C)n3)n2)c(C)c1,-8.4%
COc1ccc(-c2coc3cc(OC(=O)c4ccco4)ccc3c2=O)cc1,5.7%
O=S(=O)(c1ccc(Oc2cccc(Br)c2)nc1)N1CCCC1,7.9%
CCOc1ccc(C(=O)Nc2ccc(N3CCN(C(=O)c4ccc(C)cc4)CC3)cc2)cc1,4.4%
CC(C)(Oc1nn(CCN2CCOCC2)c2ccccc12)C(=O)NCCCn1ccnc1,2.5%[86.2 µM]
CCC1Oc2ccc(NC(=O)c3c(F)cccc3F)cc2CN(CCc2ccc(F)cc2)C1=O (stereo unspecified),-8.0%
Cc1cc(C2CCCN2C(=O)c2cc(F)ccc2F)on1 (stereo unspecified),9.6%
CN(C)CC1(O)CCC2(CCN(C(=O)c3ccsc3)CC2)CC1,-10.3%
CCOc1ccccc1NC(=O)CSc1nc2c([nH]c3ccccc32)c(=O)n1-c1ccccc1,?
CCC1=C(C(=O)OC)C(c2ccccc2OC)N2C(CC(=O)NCC3CCCO3)=CSC2=N1 (stereo unspecified),?
CCNc1nc(SC(C)C(=O)NC(=O)NC2CC2)nc2ccccc12 (stereo unspecified),2.6%
COc1ccccc1C(=O)Nc1ccc2oc(-c3ccccc3C)cc(=O)c2c1,?
CCOc1ccc(OCCCCOc2cccc(Cl)c2)cc1,-15.8%

Quoted at random: four entries already listed, in no set order.
SMILES,KDM5B inh
COc1ccc(C(CC(=O)NCc2ccccc2)Sc2n[nH]c(-c3ccc(F)cc3)n2)cc1 (stereo unspecified),2.6%
CCOC(=O)C1CCN(C(=O)c2cc3sc(C)cc3n2C)CC1,-7.3%
O=C(c1ccc2c(c1)N(Cc1ccc(F)cc1)C(=O)c1ccccc1S2(=O)=O)N1CCC(Cc2ccccc2)CC1,3.9%
CC(C)c1noc(CN(C)C(=O)c2cc(-c3cnn(C)c3)nc3ccccc23)n1,28.2µM*

The listing continues.
SMILES,KDM5B inh
CCOCc1nc(C2CCCN(C(=O)COc3ccccc3)C2)no1 (stereo unspecified),-5.3%
CCCn1ncnc1C(C)NC(=O)C1CCN(C(=O)C2CC2)CC1 (stereo unspecified),-10.0%
Cn1cccc1C(=O)N[C@H]1CCN2C(=O)N(c3cccc(F)c3)C(=O)[C@@H]2C1,-8.7%[86.2 µM]
c1ccc(-c2ccc(CNC3CCCC3)o2)cc1,7.9%
Cc1ccc(/C=N/N2CCN(c3ccccn3)CC2)o1,9.7%
O=S(=O)(C/C=C/c1ccccc1)Cc1cccc(F)c1,15.5%
Cc1ccc(-c2noc(CNC(=O)c3ccccc3)n2)cc1,-28.9%
Cn1c(CN2CCCCC2)nnc1C1CCCN(C(=O)c2cccnc2)C1 (stereo unspecified),-14.6%
CN(C)c1ccc(C(=O)N[C@H]2C[C@H]3C(=O)NC[C@@H](CCC(=O)NCc4cccnc4)N3C2)cc1,-25.7%
Cc1ccc(C)c(NC(=O)CC(C)(C(=O)O)c2ccccc2)c1 (stereo unspecified),3.8%
N#Cc1nc(COc2ccccc2F)oc1NCCc1ccccc1,-15.7%
COc1ccc(C(=O)Nc2oc3ccccc3c(=O)c2-c2ccc3c(c2)OCO3)cc1,-7.9%
COc1ccc(-c2noc([C@@H](C)NC(=O)c3cc(C)oc3C)c2C(=O)O)cc1,?
CCCNC(=O)C1CCC(Cn2c(=O)c3sccc3n(Cc3ccccc3C)c2=O)CC1 (stereo unspecified),11.9%
O=C(Cc1c(F)cccc1Cl)N1CCN(c2cc(-c3cccs3)[nH]n2)CC1,?
Cn1c(=O)oc2cc(S(=O)(=O)N3CCCC(C(=O)N4CCN(c5cccc(Cl)c5)CC4)C3)ccc21 (stereo unspecified),-11.1%
COc1ccc(C2(C(=O)N3CCOCC3)CCOCC2)cc1,9.7%[149 µM]
Cc1nnc(N2CC[C@H](N3CCOCC3)[C@H](CCC(=O)O)C2)c2ccccc12,4.1%
COc1ccc(-c2oc3ncn4nc(COc5ccc(C)cc5)nc4c3c2-c2ccc(OC)cc2)cc1,?
CCOc1cc(-c2ccc(OC(=O)c3ccc(OC)cc3)c(OC)c2)cc(=O)c2c(C)oc(C)c12,?
Nc1nonc1-n1nnc(C(=O)N/N=C/c2ccccc2Cl)c1COc1ccc(F)cc1,10.5%
COc1ccc(CN2C[C@H](O)C[C@H]2c2nc(CS(=O)(=O)c3ccc(F)cc3)no2)cc1,?
CCCn1nc(C(=O)NCCOc2cccc(C)c2)c2ccccc2c1=O,-9.9%
CC(C)CNc1nc2c(c(=O)n(Cc3ccc(Cl)cc3)c(=O)n2C)n1C,23.3%
COc1ccc(/C(C)=N/N=C(\C)c2ccc(OC)c(Br)c2)cc1Br,22.8%
O=C(c1n[nH]c2c1CCCC2)N1CCC2(CC1)NC(=O)N(c1ccccc1)N2,?
CCC1CCCCN1CCCNC(=O)c1ccc2c(=O)n(CCOC)c(=O)[nH]c2c1 (stereo unspecified),?
COC(=O)C(NC=O)C12CC3CC(CC(C3)C1)C2 (stereo unspecified),20.7%
O=C(CCC[C@H]1NC[C@@H]2C[C@H]1CN(Cc1ccccc1)C2)NCC1CCCCC1,-22.8%
CN1CC(=O)N(C2CCC2)Cc2c(NCCc3ccc(Cl)cc3)ncnc21,-14.5%

A second format for 3 compounds above:
KDM5B inh	Molecule
?	COc1ccc(CN2C[C@H](O)C[C@H]2c2nc(CS(=O)(=O)c3ccc(F)cc3)no2)cc1
-9.9%	CCCn1nc(C(=O)NCCOc2cccc(C)c2)c2ccccc2c1=O
23.3%	CC(C)CNc1nc2c(c(=O)n(Cc3ccc(Cl)cc3)c(=O)n2C)n1C

Additional structures:
Molecule,KDM5B inh
Cc1nn(Cc2cc(=O)oc3c(C)c(O)ccc23)c(=O)c(C#N)c1C,-12.4%
CC(=O)N1CCN(c2cc(-c3noc([C@@H]4CCCN4Cc4ccccc4C)n3)ccn2)CC1,20µM*
COc1cc2c(cc1OC)CN(Cc1cc(=O)c(OCc3ccc(Cl)cc3Cl)co1)CC2,-26.3%
O=C1CCN(S(=O)(=O)c2ccccc2)CCCN(C(=O)CN2CCOCC2)CCN1,?
Cc1cccc(C(=O)N(Cc2ccncc2)C2CC2)c1,21.9%
CCc1cc(Nc2ccc(OC)cc2)n2ncnc2n1,-0.4%
CC(=O)c1ccc(NC(=O)O[C@@H]2CO[C@H]3[C@@H]2OC[C@@H]3NS(=O)(=O)c2ccc(Cl)cc2)cc1,25.4%
CC(=O)Nc1ccc(S(=O)(=O)N2CCC(c3ccncc3)CC2)cc1,-6.7%
Cc1cnc(CC2CCN(S(=O)(=O)c3ccc(C#N)cc3)C2)n1Cc1ccccc1 (stereo unspecified),-0.1%
CCC(C(=O)Nc1cc(C)cc(C)n1)c1ccccc1 (stereo unspecified),21.2%
CN1C(=O)C2(CCN(C(=O)c3cc4c(s3)CCCC4)CC2)c2ccccc21,3.2%
CCc1cccc(NC(=O)Cn2c(-c3ccc(F)cc3)cc(C(C)=O)c2C)c1,-25.5%
CCCCNC(=O)N1CCc2c(c3cc(F)ccc3n2C)C1,?
O=C(NCc1cccs1)c1ccc(CSc2nc3ccncc3n2Cc2ccccc2)cc1,-29.7%
N=C(N)c1cccc(N)c1,14.9%
Cc1ccsc1/C=C(/C#N)C(N)=S,-24.1%
CCOc1ccc(N2C(=O)c3cc(-c4ccco4)nn3CC2(C)C(=O)NC2CCCCC2)cc1 (stereo unspecified),-5.4%
Cc1ccc(C)c(NC(=O)C(c2ccccc2)N2CCN(C(=O)C3CC3)CC2)c1 (stereo unspecified),16.0%
CCN(CC)CCC(=O)Nc1cccc2c1C(=O)c1ccccc1C2=O,-6.5%
Cc1cc(C)nc(NS(=O)(=O)c2ccc(NC(=O)Nc3ccccc3F)cc2)n1,34.3%
CCN(C(=O)CN1C(=O)COc2ccc(S(=O)(=O)N3CCOCC3)cc21)c1ccc(OC)cc1,1.5%
CN1CCN(/C=C/C(=O)C(F)(F)F)CC1,1.3%
CCCCN(C)C(=O)c1csc(N2CCN(c3ccccc3)CC2)n1,-3.7%
Cn1nc(C2CCN(C(=O)c3cccnc3)CC2)c2c1CCOC2,9.1%
COc1cccc(/C=N/NC(=O)C(c2ccncc2)N2CCOCC2)c1 (stereo unspecified),-10.0%

Two successive compounds already listed, quoted:
Molecule,KDM5B inh
CCCCNC(=O)N1CCc2c(c3cc(F)ccc3n2C)C1,?
O=C(NCc1cccs1)c1ccc(CSc2nc3ccncc3n2Cc2ccccc2)cc1,-29.7%
